# Assay outcomes from PubChem.
# TAAR1 agonist = human TAAR1 agonism | CHO RD-HGA16 TAAR1, Fluo-8 calcium fluorescence; vehicle wells 0%, saturating PEA agonist 100% | 360,000 tested, 0.99% active | activation, % at 3 µM | Q96RJ0 | AID 624467;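 active = activation above the mean activation of all test compounds in the run plus 3 SD, cut at about 38% in these data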
#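 Signal – calcium-sensitive Fluo-8 signal, excitation 470-495, emission 515-575 nm · System – RD-HGA16 (CHO) cells co-expressing Gα16 and hTAAR1 · Incubation – 17-24 h seeding, 75 min 37 °C dye, 30 min RT · Compound dosing – 3 µM single concentration · Repeats – no replicates (n 1)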
# M1 PAM = human CHRM1 positive allosteric modulation. 360,000 tested, 0.088% active. AID 588819. CHO-K1 hM1, Fluo-8 calcium fluorescence, ACh EC20; 0% = ACh EC20, 100% = maximal ACh. activation, % at 3 µM; in the data active = activation above about 19%, passing the limit was not always enough
# Target sequence (P11229 whole entry, looked up): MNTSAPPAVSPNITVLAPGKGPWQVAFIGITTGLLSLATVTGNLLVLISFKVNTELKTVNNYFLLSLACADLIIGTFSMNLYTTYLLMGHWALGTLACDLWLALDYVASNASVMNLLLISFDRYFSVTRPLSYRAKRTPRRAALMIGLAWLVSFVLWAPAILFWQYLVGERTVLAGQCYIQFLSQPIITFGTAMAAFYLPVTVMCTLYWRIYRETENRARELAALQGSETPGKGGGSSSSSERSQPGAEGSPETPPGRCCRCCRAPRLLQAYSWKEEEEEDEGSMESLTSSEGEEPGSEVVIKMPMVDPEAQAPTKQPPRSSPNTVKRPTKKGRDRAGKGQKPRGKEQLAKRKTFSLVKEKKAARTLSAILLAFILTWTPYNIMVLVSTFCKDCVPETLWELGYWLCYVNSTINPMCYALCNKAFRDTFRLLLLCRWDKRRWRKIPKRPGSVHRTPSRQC
# CHRM5 antagonist = blocks acetylcholine activation of human M5 receptor; P08912; CHO-hM5 cells, Fluo-8 calcium fluorescence, ACh EC80; inhibition, % at 3 µM; 360,000 tested, 0.59% active; AID 624040;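 active = inhibition above a per-plate cutoff, the mean of that plate's test compounds plus 3 SD, cut at about 27% in these data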;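 note: 0% = acetylcholine EC80 with DMSO and 100% = DMSO without agonist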
# M4 antag = antagonists of human muscarinic M4 receptor (CHRM4). P08173. CHO-hM4 cells, ACh EC80, Fluo-8 calcium fluorescence. inhibition, % at 3 µM. 360,000 tested, 0.73% active. AID 624125;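 active = inhibition above its plate's cutoff, the mean inhibition of sample wells plus 3 SD, cut at about 27% in these data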;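 note: 0% = acetylcholine EC80 with DMSO and 100% = DMSO without agonist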
# Target sequence (P08173 whole entry, looked up): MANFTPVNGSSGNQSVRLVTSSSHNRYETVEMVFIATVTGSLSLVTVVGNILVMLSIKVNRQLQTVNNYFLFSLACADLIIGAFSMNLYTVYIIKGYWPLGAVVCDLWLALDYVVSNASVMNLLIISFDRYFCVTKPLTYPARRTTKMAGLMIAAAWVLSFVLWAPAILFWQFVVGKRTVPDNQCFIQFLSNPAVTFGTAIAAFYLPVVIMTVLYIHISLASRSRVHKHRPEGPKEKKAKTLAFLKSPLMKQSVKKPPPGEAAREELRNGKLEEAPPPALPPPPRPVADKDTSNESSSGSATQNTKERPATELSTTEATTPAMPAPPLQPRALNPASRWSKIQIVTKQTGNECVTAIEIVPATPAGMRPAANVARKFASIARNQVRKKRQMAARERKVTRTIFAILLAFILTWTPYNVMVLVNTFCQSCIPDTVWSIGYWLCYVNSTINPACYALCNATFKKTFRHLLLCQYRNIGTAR
# CHRM4 agonist = CHRM4 agonism in calcium assay | P08173 | CHO-K1 hM4/Gqi5, Fluo-8 calcium fluorescence; vehicle 0%, full acetylcholine response 100% | activation, % at 3 µM | 360,000 tested, 0.14% active;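 active = activation above the run mean over all test wells plus 3 SD, cut at about 32% in these data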;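 note: peak over basal fluorescence ratio per well then scaled between controls; 0% = DMSO wells and 100% = acetylcholine at EC100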
# CHRM1 antagonist = blocks human M1 muscarinic receptor. P11229. CHO-K1 hM1, Fluo-8 calcium fluorescence, ACh EC80 antagonist. inhibition, % at 3 µM. 360,000 tested, 1.3% active. AID 588852;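 active = percent inhibition above its own plate's cutoff, namely the mean of that plate's compound wells plus 3 SD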;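 note: peak over basal fluorescence ratio during 140 s after agonist addition; 0% = ACh EC80 plus DMSO and 100% = DMSO alone without agonist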
# CHRM5 agonist = agonists of human muscarinic M5 receptor (CHRM5); activation, % at 3 µM; 360,000 tested, 0.19% active; CHO-K1 hM5 cells, Fluo-8 calcium fluorescence; 0% DMSO wells, 100% maximal acetylcholine response;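 active = activation above the run's mean over test compounds plus 3 SD, cut at about 23% in these data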;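 note: signal is peak over basal fluorescence ratio across the kinetic read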
# M5 PAM = potentiates acetylcholine response at human M5 receptor; CHO-K1 hM5, Fluo-8 calcium, ACh EC20 PAM; 0% = ACh EC20, 100% = ACh EC100; activation, % at 3 µM; AID 624038; P08912; 360,000 tested, 0.3% active;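 active = activation above the run cutoff, the mean activation of all test compounds plus 3 SD, cut at about 18% in these data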
#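 system = human M5 receptor in CHO-K1 cells | reagent = EC20 acetylcholine as agonist stimulus | compound dosing = single-point, 3 µM nominal | incubation = Fluo-8 loading 80 min at 37 °C plus 30 min room temperature | detection = Fluo-8 calcium dye fluorescence, kinetic read | benchmarks = low control EC20 acetylcholine (0%), high control EC100 acetylcholine (100%)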
# CHRM1 agonist = human M1 muscarinic receptor agonism | CHO-K1 hM1, Fluo-8 calcium fluorescence, agonist mode; 0% DMSO, 100% acetylcholine EC100 | 360,000 tested, 0.33% active | P11229 | activation, % at 3 µM;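 active = activation above the run's mean compound activation plus 3 SD, cut at about 16% in these data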;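 note: peak over basal fluorescence ratio within a 140 s kinetic read after compound addition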
# * hit, by the source's call; · = no result given. An excerpt; rates above refer to the full screens.
1) COCCN(C(=O)Cn1nnc2ccccc21)C(C(=O)NC1CCCC1)c1cc(OC)ccc1OC (stereo unspecified)
2) COc1cccc(OCC(=O)N(C)Cc2nc(-c3cccc(C)c3)no2)c1
3) O=C(O)c1ccccc1-c1ccc(/C=c2\sc3nc4cc(Br)cnc4n3c2=O)o1
4) CCCCCC(/C=N/Nc1ccc(S(=O)(=O)N2CCOCC2)cc1[N+](=O)[O-])=C\c1ccccc1
5) Cc1ccc(C(=O)N/C(=C\c2ccccc2)C(=O)OCc2ccccc2)cc1
6) C#CCOCCOCCOCCNc1nc(N2CCN(C(=O)[C@H]([C@@H](C)CC)n3cc([C@@H](N)Cc4ccc(O)cc4)nn3)CC2)nc(N2CCN(C(=O)[C@H](CCCCN)n3cc([C@@H](N)C(C)CC)nn3)CC2)n1 (stereo partly specified)
7) COc1ccc([C@H]2CC(=O)C=C(c3ccc(C(F)(F)F)c(C(F)(F)F)c3)C2)cc1OC
8) COc1cc(NS(=O)(=O)c2ccc(NC(=S)NC(=O)c3sc4ccccc4c3Cl)cc2)ncn1
Compound | 1 | 2 | 3 | 4 | 5 | 6 | 7 | 8
CHRM1 antagonist | -5 | 2 | -1 | 2 | -9 | -6 | -7 | 0
CHRM4 agonist | 1 | 3 | 0 | 1 | -3 | 1 | 1 | 0
TAAR1 agonist | 3 | -2 | · | 3 | 2 | · | 11 | -1
M1 PAM | 5 | 5 | 8 | 0 | -8 | 8 | 5 | -1
M4 antag | -13 | -3 | 14 | -4 | -3 | -16 | -25 | 4
CHRM5 antagonist | -1 | 5 | 5 | 5 | 0 | 6 | -8 | -4
M5 PAM | -2 | 3 | 0 | 0 | -3 | 3 | 20* | 3
CHRM5 agonist | -6 | -3 | -1 | 1 | -7 | 3 | -1 | -1
CHRM1 agonist | -4 | -2 | -1 | 0 | -9 | -7 | -4 | -4

9) CCOC(=O)C1=C(CN2CCSCC2)NC(=O)NC1c1ccc2c(c1)OCO2 (stereo unspecified)
10) COC(=O)c1ccc(CSc2cc(C)c3cccc(C)c3n2)o1
11) CCCCNC(=O)c1ccc(-n2c(=S)[nH]c3ccccc3c2=O)cc1
12) CCn1c(CNS(=O)(=O)c2ccc(Br)cc2)n[nH]c1=S
13) Brc1cccc(OCCCNC2CCCC2)c1
14) NS(=O)(=O)c1ccc(Nc2ccc3nonc3c2[N+](=O)[O-])cc1
15) O=C(O)C1CCCN(S(=O)(=O)c2cccc3cccnc23)C1 (stereo unspecified)
16) O=S(=O)(NCC(c1ccco1)N1CCN(c2ccc(F)cc2)CC1)c1ccc2c(c1)OCCO2 (stereo unspecified)
Compound | 9 | 10 | 11 | 12 | 13 | 14 | 15 | 16
CHRM1 antagonist | -7 | 12 | -12 | -8 | 11 | 11 | -12 | 0
CHRM4 agonist | 1 | -2 | 2 | 2 | 4 | 0 | 0 | 0
TAAR1 agonist | 3 | 0 | 2 | 0 | 6 | 1 | 0 | 6
M1 PAM | 7 | -6 | 7 | 1 | -18 | -4 | 14 | -1
M4 antag | 4 | 0 | 1 | -10 | 12 | 3 | -11 | -2
CHRM5 antagonist | 5 | 4 | 0 | -11 | -11 | -5 | 1 | 2
M5 PAM | 2 | -1 | 8 | 1 | -7 | 5 | -1 | 2
CHRM5 agonist | 0 | -8 | 0 | -2 | -23 | 0 | 1 | 1
CHRM1 agonist | 3 | -5 | -6 | -1 | -8 | -5 | 2 | -1

17) O=C(c1ccc(OC2CCN(CCc3ccccc3)CC2)cc1)N1CCC(CO)CC1
18) Nc1ccc(NC(=O)c2cccs2)c(Cl)c1
19) O=C(Cn1nnc(-c2cccc(C(F)(F)F)c2)n1)N1CCOCC1
20) Cc1c(Cl)cccc1NC(=O)c1cc(C2CC2)on1
21) CC(=Nc1ccccc1O)c1sc2ccccc2c1O
22) Cc1cccc(S(=O)(=O)C(C#N)c2nc3ccccc3nc2N2CCCC2)c1 (stereo unspecified)
23) O=C(O)C1(Nc2ccccc2Cl)CCCC1
24) COC(=O)c1c(-c2ccco2)csc1NC(=O)C1CC=CCC1C(=O)O (stereo unspecified)
Compound | 17 | 18 | 19 | 20 | 21 | 22 | 23 | 24
CHRM1 antagonist | 12 | -4 | -9 | 0 | 13 | 19 | -10 | -10
CHRM4 agonist | 2 | 2 | 0 | -2 | 15 | 1 | 1 | 1
TAAR1 agonist | 3 | 4 | 3 | -3 | 30 | 6 | 2 | 5
M1 PAM | -10 | 4 | 7 | -1 | -3 | -5 | 9 | 11
M4 antag | 12 | -14 | -4 | -7 | 3 | 14 | -5 | -7
CHRM5 antagonist | 9 | -6 | 6 | -1 | 25 | 11 | -1 | -1
M5 PAM | -11 | 3 | -2 | -1 | -15 | -4 | 4 | -2
CHRM5 agonist | -9 | 3 | -3 | -3 | 22 | 0 | 3 | 0
CHRM1 agonist | -5 | 1 | -6 | -8 | 13 | -2 | -2 | -1

25) COC(=O)c1sccc1NC(=O)COc1ccccc1Cl
26) CCOC(=O)C(=NC1CCS(=O)(=O)C1)NNc1ccccc1Cl (stereo unspecified)
27) O=c1c(Cl)c(NCc2ccco2)cnn1C12CC3CC(CC(C3)C1)C2
28) CCN(CC)C(=O)c1ccc(-c2nnc(OC)c3ccccc23)cc1
29) COc1ccc(CC2(CO)CCN(C(=O)NCc3ccccc3)CC2)cc1
30) CCN(CC)CCn1c(NCc2ccc(C)o2)nc2ccccc21
31) O=c1[nH]c2c(cnn2-c2ccc(Cl)cc2)c(=O)n1-c1cccc(Cl)c1
32) CCCc1nc(N)c(C#N)c(-c2ccco2)c1CC
Compound | 25 | 26 | 27 | 28 | 29 | 30 | 31 | 32
CHRM1 antagonist | -1 | 2 | 12 | 2 | -4 | -1 | -17 | 4
CHRM4 agonist | 1 | 1 | 0 | 8 | 2 | 1 | 1 | -2
TAAR1 agonist | 2 | -1 | 13 | 0 | 5 | -1 | 0 | -1
M1 PAM | -1 | 0 | 0 | 1 | 7 | 4 | 16 | -2
M4 antag | -7 | 8 | -2 | 5 | -6 | 1 | -2 | 8
CHRM5 antagonist | -4 | 12 | 8 | 10 | -3 | -2 | 1 | -2
M5 PAM | -5 | 1 | 1 | -7 | 3 | -2 | 7 | -1
CHRM5 agonist | -3 | 3 | -2 | 2 | 2 | -11 | 2 | -3
CHRM1 agonist | -7 | -3 | -3 | -1 | -7 | -2 | 0 | -10

33) CCN(CC)CCCn1c2c(c(SCC(=O)Nc3ccc(F)c(F)c3)nc1=O)CCC2
34) O=c1c2cn(Cc3ccc(F)cc3)c3ccccc3c-2nn1Cc1ccc(F)cc1
35) Cc1nn(Cc2ccc(Cl)cc2)c(C)c1NC(=O)C1CC=CCC1C(=O)O (stereo unspecified)
36) Cc1ccsc1C(=O)OCC(=O)Nc1cccc(S(=O)(=O)NC2=NCCCCC2)c1
37) CCOc1ccc(-c2cc3cc(OC)c(OC)cc3c(C)n2)cc1
38) O=C(CCCNS(=O)(=O)c1ccc(F)cc1)Nc1ccc(F)cc1
39) CC(=O)NCCc1ccc(C(=O)COC(=O)C2CCCCC2)cc1
40) CCc1ccc(NC(=O)CC2C(=O)NCCN2C(=O)c2ccc(F)cc2)cc1 (stereo unspecified)
Compound | 33 | 34 | 35 | 36 | 37 | 38 | 39 | 40
CHRM1 antagonist | 7 | -7 | -14 | -3 | -2 | -6 | -16 | -5
CHRM4 agonist | 0 | 2 | 1 | 3 | 0 | 1 | 1 | 0
TAAR1 agonist | 3 | 3 | 8 | 1 | -2 | 2 | 3 | 1
M1 PAM | -10 | 5 | 9 | 2 | -1 | 10 | 10 | 7
M4 antag | -4 | 4 | 2 | -4 | -16 | -1 | -2 | -7
CHRM5 antagonist | 4 | 5 | 0 | -4 | -2 | 21 | -3 | 9
M5 PAM | -2 | -2 | 3 | 2 | 7 | -8 | 0 | -2
CHRM5 agonist | -9 | -3 | 0 | 2 | -1 | 0 | 2 | -2
CHRM1 agonist | -7 | -1 | -3 | 1 | -8 | 0 | 0 | -6

41) CCNC(=S)/N=C(\N)Nc1nc(C)c2cc(C)ccc2n1
42) Cc1ccc(C(=O)Nc2ccccn2)cc1S(=O)(=O)N1CCOCC1
43) O=C(c1ccc(CNS(=O)(=O)c2ccccc2)cc1)N1CCN(Cc2ccccc2)CC1
44) O=C(Nc1cccc(NC(=O)c2ccccc2Cl)c1)c1ccco1
45) Cc1ccsc1-c1nc(-c2ccccc2)c(-c2ccccc2)[nH]1
46) COc1ccc(S(=O)(=O)N2CCSC2c2ccc(N)cc2)cc1 (stereo unspecified)
47) Cc1ccsc1C1CC(=O)Nc2ccccc2S1 (stereo unspecified)
48) O=C(COC(=O)Cc1ccsc1)NNC(=O)c1ccccc1
49) CN(CC(=O)Nc1ccccc1Br)C(=O)c1cc2c(s1)CCCCC2
Compound | 41 | 42 | 43 | 44 | 45 | 46 | 47 | 48 | 49
CHRM1 antagonist | 13 | -11 | 5 | -8 | -6 | -17 | -12 | 1 | 9
CHRM4 agonist | 4 | 3 | 10 | 8 | -3 | 2 | 2 | 1 | 7
TAAR1 agonist | 4 | 1 | 6 | 1 | 9 | 7 | 0 | 0 | 1
M1 PAM | -1 | 11 | -5 | -5 | 11 | 8 | 5 | 4 | -8
M4 antag | -16 | -9 | -2 | -9 | 11 | -1 | 8 | 9 | -3
CHRM5 antagonist | -16 | 10 | -4 | -2 | -2 | 9 | 17 | 12 | 6
M5 PAM | -6 | -10 | -7 | -2 | -5 | -4 | 0 | -2 | -7
CHRM5 agonist | -6 | 3 | 5 | -1 | -2 | 3 | -2 | 2 | 4
CHRM1 agonist | -5 | -2 | -2 | -1 | -2 | -1 | -4 | -2 | -3

# Of the compounds above, 7 have fluorine:
7) COc1ccc([C@H]2CC(=O)C=C(c3ccc(C(F)(F)F)c(C(F)(F)F)c3)C2)cc1OC
16) O=S(=O)(NCC(c1ccco1)N1CCN(c2ccc(F)cc2)CC1)c1ccc2c(c1)OCCO2 (stereo unspecified)
19) O=C(Cn1nnc(-c2cccc(C(F)(F)F)c2)n1)N1CCOCC1
33) CCN(CC)CCCn1c2c(c(SCC(=O)Nc3ccc(F)c(F)c3)nc1=O)CCC2
34) O=c1c2cn(Cc3ccc(F)cc3)c3ccccc3c-2nn1Cc1ccc(F)cc1
38) O=C(CCCNS(=O)(=O)c1ccc(F)cc1)Nc1ccc(F)cc1
40) CCc1ccc(NC(=O)CC2C(=O)NCCN2C(=O)c2ccc(F)cc2)cc1 (stereo unspecified)
Compound | 7 | 16 | 19 | 33 | 34 | 38 | 40
CHRM1 antagonist | -7 | 0 | -9 | 7 | -7 | -6 | -5
CHRM4 agonist | 1 | 0 | 0 | 0 | 2 | 1 | 0
TAAR1 agonist | 11 | 6 | 3 | 3 | 3 | 2 | 1
M1 PAM | 5 | -1 | 7 | -10 | 5 | 10 | 7
M4 antag | -25 | -2 | -4 | -4 | 4 | -1 | -7
CHRM5 antagonist | -8 | 2 | 6 | 4 | 5 | 21 | 9
M5 PAM | 20* | 2 | -2 | -2 | -2 | -8 | -2
CHRM5 agonist | -1 | 1 | -3 | -9 | -3 | 0 | -2
CHRM1 agonist | -4 | -1 | -6 | -7 | -1 | 0 | -6
